Source: PubChem
GalR3 antagonist: antagonists of human GalR3. 0.44% of 360,000 active. O60755. inhibition, % at 3 µM. HEK293 GalR3-CNG cAMP membrane potential fluorescence; galR3 body fused to GalR1 C-terminus;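 active = inhibition above the screen-wide average plus 3 SD, cut at about 13% in these data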;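 also: forskolin and galanin both at EC90 stimulate the cells; cAMP rise reported by CNG channel membrane potential dye signal; 0% = forskolin plus galanin with DMSO and 100% = forskolin alone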
Target sequence (O60755 1-299 limits assumed): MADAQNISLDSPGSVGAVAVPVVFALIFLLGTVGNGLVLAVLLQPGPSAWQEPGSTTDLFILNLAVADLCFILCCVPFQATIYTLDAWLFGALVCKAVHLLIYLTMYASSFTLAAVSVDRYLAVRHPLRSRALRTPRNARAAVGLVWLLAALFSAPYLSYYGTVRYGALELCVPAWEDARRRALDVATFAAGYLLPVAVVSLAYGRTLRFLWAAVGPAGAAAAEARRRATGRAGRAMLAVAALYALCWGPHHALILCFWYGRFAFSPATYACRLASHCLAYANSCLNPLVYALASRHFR
An asterisk follows results filed as active.

GalR3 antagonist,molecule
-4.7,O=C1NC[C@@H](CCCCN2C[C@H](Cc3ccc(O)cc3)N(CCC3CCCCC3)C(=O)C2=O)N(Cc2ccccc2)C1=O
-8.7,COc1ccccc1CNc1nc(NCc2cccs2)nc2ccsc12
-1.1,Cc1ccc(S(=O)(=O)N2CCN(C(=O)COC(=O)CCOc3ccccc3C)CC2)c(C)c1
-5.7,Cc1ccc(Nc2cc(=O)n(C)c(=O)[nH]2)cc1C
-5.2,CC(C)NC(=O)N(C)C[C@@H]1Oc2ncc(-c3cccc(C#N)c3)cc2C(=O)N([C@H](C)CO)C[C@@H]1C
-4.9,CCCCCCCCN1C(=O)[C@@H](CC(=O)N2CCN(C(=O)OCC)CC2)C[C@@]2(C(=O)OC)C1=C[C@H](C(C)(C)C)O[C@@H]2C
-2.8,CC(C)c1ccccc1NC(=O)Nc1nnc([C@@H]2C[C@H](O)[C@@H](CO)O2)s1
-8.0,O=C(NCCCN1CCCC1=O)C(=O)NCC1OCCCN1S(=O)(=O)c1ccccc1 (centres undefined)

GalR3 antagonist,molecule
-8.1,O[C@H]1CN(Cc2cccs2)[C@@H](c2ccc(Cl)cc2)C[C@@H]1n1cc(C2CC2)nn1
-4.5,O=C(Nc1ccc(Cl)cc1)c1nc[nH]c1C(=O)Nc1ccccc1F
-6.7,OC(c1ccccc1)c1ncc(-c2cccc(F)c2)[nH]1 (centres undefined)
-6.6,CCOC(=O)Nc1cc2c(c(N)n1)N=C(c1ccccc1)CN2
-3.1,CC(C)NC(=O)c1ccc(CONC(=O)OCc2ccccc2)cc1
-4.9,O=S1(=O)N[C@H](Cc2ccccc2)COc2cc(N3CC[C@H](O)C3)ccc21
0.1,CCOc1ccc(-c2nnc(NC(=O)COc3ccccc3F)o2)cc1
1.5,COc1ccc(F)cc1-c1cc(NC=O)c2ncc(-c3cccc(C(=O)N(C)C)c3)n2c1

GalR3 antagonist,molecule
-1.3,CS(=O)(=O)N(CC(=O)N1CCCC1)c1cccc(C(F)(F)F)c1
-7.0,O=C1C(Cl)=C(NCCCN2CCOCC2)C(=O)c2ccccc21
-7.1,COc1cc(C(=O)NN=C2c3ccccc3-c3ccccc32)cc(OC)c1OC
-6.0,CCCNC(=O)C1(C)CCCN(Cc2ccc(C(=O)OCC)o2)C1 (centres undefined)
-8.7,Cc1cc(Br)cn2c(Cc3cccc(F)c3)c(-c3ccc(F)cc3)nc12
-4.0,CCOc1ccc(NC(=O)CN(C)C(=O)c2c(C)nn(Cc3ccccc3Cl)c2C)cc1OCC
1.0,Cc1c(C(=O)NCCC#N)sc(=O)n1Cc1ccc(F)cc1
-6.2,COC(=O)c1ccc2nc(-c3ccc(C)cc3)c(Cc3ccccc3)n2c1

GalR3 antagonist,molecule
-2.1,CN1C(C)(C)CC(O)(C(=O)O)CC1(C)C
1.1,OC(c1ccc(Cl)c(F)c1)c1ncc(-c2cccc3ccccc23)[nH]1 (centres undefined)
-1.5,Cc1ccc(C(=O)CCC(=O)OCC(=O)Nc2nnc(-c3ccccc3)o2)cc1
-6.9,Cc1cc(C)n2c(NCc3ccccc3)c(-c3cc4ccccc4o3)nc2n1
2.4,Cc1cccc(-c2cnc(C(O)c3ccc(Cl)cc3C)[nH]2)c1 (centres undefined)
-1.1,CC(C)CC1C(=O)N(Cc2cn(Cc3ccco3)nn2)CCS(=O)(=O)N1Cc1ccc(-c2ccc(F)cc2)cc1 (centres undefined)
-4.5,CCCCCn1nnnc1-c1nc2cc(C)c(C)cc2[nH]c1=O
-1.7,CC1(C2CC2)NC(=O)N(CC(=O)N2CCN(c3ccc(F)cc3)CC2)C1=O (centres undefined)

GalR3 antagonist,molecule
-6.6,Cc1ccc(S(=O)(=O)Nc2ccccc2C(C(=O)OC(C)(C)C)C(=O)OC(C)(C)C)cc1
-5.6,COc1ccc(-c2cccc(-c3cc(=O)oc4cc(OC)c(OC)c(OC)c34)c2)cc1
-5.1,O=C1c2ccccc2C(c2nnnn2Cc2ccccc2)N1CCCn1ccnc1 (centres undefined)
-7.0,C[C@@H]1CN([C@@H](C)CO)C(=O)CCCn2nncc2CO[C@H]1CN(C)C(=O)c1ccc2ccn(C)c2c1
-4.2,CCCCNC(=O)C[C@@H]1C[C@@]2(C(=O)OC)CC(C)(C)CC=C2N(Cc2cccc3ccccc23)C1=O
-8.4,CN(CC(=O)Nc1cccc(Cl)c1)S(=O)(=O)/C=C/c1ccccc1
-4.0,Cc1ccccc1OCC(=O)OCC(=O)NC12CC3CC(CC(C3)C1)C2
-6.5,O=C(NCc1ccccc1)C(c1ccc(C(F)(F)F)cc1)n1c(=O)c(-c2ccccc2)nc2ccccc21 (centres undefined)

In a second layout: two of the compounds above
Compound: Cc1ccccc1OCC(=O)OCC(=O)NC12CC3CC(CC(C3)C1)C2
  GalR3 antagonist: -4.0

Compound: O=C(NCc1ccccc1)C(c1ccc(C(F)(F)F)cc1)n1c(=O)c(-c2ccccc2)nc2ccccc21 (centres undefined)
  GalR3 antagonist: -6.5

Random excerpt: six entries already listed.
GalR3 antagonist,molecule
-5.7,Cc1ccc(Nc2cc(=O)n(C)c(=O)[nH]2)cc1C
-2.1,CN1C(C)(C)CC(O)(C(=O)O)CC1(C)C
-7.0,C[C@@H]1CN([C@@H](C)CO)C(=O)CCCn2nncc2CO[C@H]1CN(C)C(=O)c1ccc2ccn(C)c2c1
-1.1,CC(C)CC1C(=O)N(Cc2cn(Cc3ccco3)nn2)CCS(=O)(=O)N1Cc1ccc(-c2ccc(F)cc2)cc1 (centres undefined)
-3.1,CC(C)NC(=O)c1ccc(CONC(=O)OCc2ccccc2)cc1
-8.1,O[C@H]1CN(Cc2cccs2)[C@@H](c2ccc(Cl)cc2)C[C@@H]1n1cc(C2CC2)nn1

Next section.
GalR3 antagonist,molecule
1.3,CCc1c(-c2ccccc2)ncn1Cc1cccc(-c2ccccc2)c1
-6.3,Cc1ccc(S(=O)(=O)N2CCC(C(=O)OCC(=O)N3C(C)CCCC3C)CC2)cc1C (centres undefined)
-1.8,COc1cc(O)cc(/C=C/c2ccccc2)c1
-0.9,CC(=O)c1c(C)[nH]c(C(=O)OCC(=O)N(CC(C)C)C2CCS(=O)(=O)C2)c1C (centres undefined)
-6.8,CCc1nc2ccc(C(=O)Nc3cccc(NS(C)(=O)=O)c3)cn2c1N(C)Cc1nccn1C
-5.2,COc1ccccc1CNC(=O)C1(C)CCN1C(=O)Cc1ccc(-c2ccccc2)cc1 (centres undefined)
-12.8,COc1cccc(-c2cnc3c(NC(C)=O)cc(-c4cc(F)ccc4OC)cn23)c1
-4.9,CCCCCC(=O)N1C[C@H](n2cc(COC(=O)c3ccccc3)nn2)[C@@H](O)C[C@@H]1c1ccccc1

GalR3 antagonist,molecule
-4.7,COc1cc2c(cc1OC)C(c1c(Cl)cccc1Cl)=NCC2
-5.9,COc1cc(C(=O)Oc2ccccc2OC(=O)c2cc(OC)c(OC)c(OC)c2)cc(OC)c1OC
-2.8,CC1(C(=O)NS(=O)(=O)C2CC2)CCCN(C(=O)c2cccc(C(F)(F)F)c2)C1 (centres undefined)
-6.5,O=NN(CC(=O)NN=CC=Cc1ccccc1)CC(=O)NN=CC=Cc1ccccc1
-6.6,CC1=C(C(=O)N2CCOCC2)CC(CC(=O)NCc2cccc3ccccc23)C(=O)N1Cc1ccc(F)cc1 (centres undefined)
-7.7,NC(=O)[C@@H]1CCCN1C(=O)[C@H]1O[C@@H](n2ccc(N)nc2=O)[C@H](O)[C@@H]1O
-4.3,O=C1c2ccccc2C(=O)N1CCC#C/C=C1\c2ccccc2C(=O)N1c1ccccc1
-5.2,O=C1NC[C@H](CCCCN2C[C@H](Cc3ccc(O)cc3)N(CC3CCCCC3)C(=O)C2=O)N(Cc2ccccc2)C1=O

GalR3 antagonist,molecule
-7.3,CCOC(=O)N1CCN(C(=O)C[C@@H]2C[C@@]3(C(=O)OC)CCCCC=C3N(Cc3cccc4ccccc34)C2=O)CC1
-7.2,CCOC(=O)c1ccc(-c2ccc(N3C(c4ccsc4)=Cc4ccc(F)cc4C3c3c[nH]c4ccc(C#N)cc34)cc2)cc1F (centres undefined)
-6.1,CC(C)(C)OC(=O)N1CCC[C@@H]1C(=O)N1CCC[C@@H]1C(=O)NCc1ccccc1Cl
-7.0,COc1cc(-c2cnc3c(NC(C)=O)cc(-c4ccc(N5CCN(C)CC5)cc4)cn23)cc(OC)c1OC
-6.8,Nc1ncnc2c1ncn2[C@@H]1O[C@H](C(=O)NCC2CCN(Cc3ccccc3)CC2)[C@@H](O)[C@H]1O
-4.2,COc1ccc(NC(=O)N(C)C[C@H]2Oc3ccc(NC(=O)Nc4ccc5c(c4)OCO5)cc3C(=O)N([C@H](C)CO)C[C@@H]2C)cc1
-0.6,O=C(C[C@H]1CC[C@@H](NS(=O)(=O)c2ccccc2)[C@@H](CO)O1)NCc1ccc(Cl)c(Cl)c1
0.9,C[C@H]1CN(C(=O)OC(C)(C)C)CCN1c1ccc(N2CC[C@@H](O)C2)c(C#N)c1

GalR3 antagonist,molecule
-3.9,Nc1nc(SCC(=O)N2N=C3/C(=C\c4ccco4)CCCC3C2c2ccco2)n[nH]1 (centres undefined)
-8.3,CCCCNC(=O)C1(C)CCC(=O)N1CCOc1ccccc1 (centres undefined)
-6.1,O=S(=O)(c1ccccc1)N1CCN(S(=O)(=O)c2ccccc2)c2ccccc21
-6.7,CCOc1ccccc1-c1ccc2nccn2c1
-5.9,CCOC(=O)C1=NOC2(C1)C(=O)Nc1c(Cl)cccc12 (centres undefined)
-7.2,COc1ccc(CN2C(=O)C(CC(=O)NC3CC3)CC(C(=O)N(C)C)=C2C)cc1 (centres undefined)
-3.4,CC(=O)N1CCOc2ccc(S(=O)(=O)NC[C@H]3O[C@@H](n4ccc(=O)[nH]c4=O)[C@H](O)[C@@H]3O)cc21
-9.0,COc1ccc(C2/C(=C(/O)c3ccc4c(c3)CC(C)O4)C(=O)C(=O)N2CCCn2ccnc2)cc1OC (centres undefined)

GalR3 antagonist,molecule
-3.0,CCCCc1c(-c2ccccc2OC)ncn1Cc1ccc(-c2ccccc2)cc1
-2.8,O=C(OCc1nnc(-c2ccc([N+](=O)[O-])cc2)o1)C1CCN(C(=O)c2ccc(Cl)cc2)CC1
-7.6,Fc1ccc(Nc2cncc(-c3ccsc3)c2)cc1Cl
-3.6,O=C(Cn1cnc2c(NCc3ccccc3)ncnc21)NCCN1CCOCC1
-6.6,CC1(C(=O)Nc2cccc3c2CCCC3)CCN1C(=O)C1(c2ccc(Cl)cc2)CC1 (centres undefined)
3.9,CCOC(=O)[C@]12CCC=C1N(Cc1ccccc1)C(=O)[C@H](CC(=O)NCc1ccc(C)o1)C2
0.8,COc1cccc(-c2cccc(-c3nc(C(=O)NCc4ccc5c(c4)OCO5)cc4c3[C@H](CCO)N(S(=O)C(C)(C)C)C4)c2)c1 (some centres undefined)
-6.5,COc1cccc(NC(=O)N(C)C[C@H]2OCc3ccccc3-c3c(n(C)c4ccccc34)C(=O)N([C@H](C)CO)C[C@H]2C)c1

GalR3 antagonist,molecule
-0.1,NC(c1csc(Nc2cc(NCCCO)ncn2)n1)c1ccccc1Cl (centres undefined)
-4.1,CCCCN1CC[C@@H]2C=CC[C@H](C(=O)OC)[C@@H]2C1=O
-4.6,COc1ccccc1CNc1nc(Nc2cccc(-c3cnco3)c2)c2sccc2n1
-0.2,Cc1nc(C(F)(F)F)ccc1C(=O)N1CCC1(C)C(=O)NCc1cccs1 (centres undefined)
-6.7,NC(=O)COC(=O)[C@H](Cc1ccccc1)NS(=O)(=O)c1ccc2c(c1)OCCO2
-9.0,CCc1ccc(S(=O)(=O)NCc2ccc(C(=O)NCCN(Cc3ccccc3)C(C)C)cc2)cc1
3.0,CSc1ccc(Cn2c(C)c(C(=O)NCc3cccc(Cl)c3)sc2=O)cc1
-7.0,CS(=O)(=O)N1CCCCC1c1cc(C(=O)NCc2ccccc2)no1 (centres undefined)

GalR3 antagonist,molecule
-0.5,Cc1c(NS(=O)(=O)c2cc(C(=O)Nc3ccc(F)cc3Cl)ccc2Cl)c(=O)n(-c2ccccc2)n1C
-2.1,COC(=O)C[C@H]1C=C[C@H](NC(=O)C2CCOCC2)[C@@H](CO)O1
-5.0,COC1C(OC(=O)/C=C/C=C/C=C/C=C/C(=O)O)CCC2(CO2)C1C1(C)OC1CC=C(C)C (centres undefined) (tested in a mixture with another compound)
-4.4,CCNc1ncnc2[nH]ncc12
-6.0,CCc1c(Cl)nc(N)nc1Nc1ccccc1Cl
-7.6,Cc1ccc(S(=O)(=O)N2CCC(=O)N([C@H](CO)Cc3ccccc3)CC2)cc1
-6.3,CCOC(=O)C1=CCC(c2ccc(N(CC)CC)cc2)N(S(=O)(=O)c2ccc(C)cc2)C1c1ccc([N+](=O)[O-])cc1 (centres undefined)
-3.6,COc1ccc(-c2nn(-c3ccccc3)cc2/C=C/C(=O)N(C)CC(=O)Nc2cccc(F)c2)cc1OC

GalR3 antagonist,molecule
-0.1,O=C(Nc1ccc(F)cc1)Nc1nnc([C@H]2C[C@H](O)[C@@H](CO)O2)s1
-4.2,Cn1nc(SCc2ccccc2)c(=O)n(C(c2ccccc2)c2ccccc2)c1=O
-4.8,COc1ccc(Br)cc1/C=N/Nc1ccc(S(=O)(=O)Nc2ccccc2C(=O)O)cc1[N+](=O)[O-]
-11.1,O=C(CCn1c(=O)c2cccn2c2cccnc21)NCCCN1CCN(c2ccc(F)cc2)CC1
-5.6,COc1ccc(CN(C)C[C@@H]2OCc3cnnn3CCCC(=O)N([C@@H](C)CO)C[C@H]2C)cc1
3.2,O=C1Cc2ccccc2C(=O)N1Nc1ccccc1
-1.8,CSc1ncccc1C(=O)N1CCC1(C)C(=O)NC(C)C (centres undefined)
-7.4,COC(=O)C1=C(C(=O)OC)[C@]2([C@@H]3CC=CCN[C@@H](Cc4ccccc4)C(=O)N3Cc3ccccc3)C=C[C@H]1O2

GalR3 antagonist,molecule
-1.4,OC[C@@H]1[C@@H](c2ccc(Cl)cc2)C(c2ccccc2)=NN1c1ccccc1
-7.2,Cc1ccccc1CNC(=O)c1ccc2sc([C@H]3C[C@H](O)[C@@H](CO)O3)nc2c1
-5.2,CN1CCc2c(sc3c2c(=O)n(-c2ccccc2)c2nnc(SCc4ccc(F)cc4)n32)C1
-5.3,Cc1nn(-c2ccccc2)c(C)c1NC(=O)COc1ccccc1C#N
0.1,CCN(C(=O)COC(=O)CCc1ccc(OC)cc1)c1c(N)n(Cc2ccccc2)c(=O)[nH]c1=O
4.2,O=S(=O)(NCc1ccc(Cl)cc1)c1ccc(Br)cc1C1CC[C@@H](O)C1 (some centres undefined)

Not all compounds are listed; the hit share may differ from the screen's.
